# CRFBP-R2 block: CRF-BP/CRF-R2 complex antagonism. hit rate 0.59% among 350,000. AID 588475. HEK293 CRF-R2/CRF-BP, CRF-induced calcium fluorescence. inhibition, % at 11.8 µM;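 active means inhibition of the ligand-induced calcium signal above about 50% at the single tested concentration, limit read from the data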
# CHRM4 antagonist: blocks acetylcholine activation of human M4 receptor; hit rate 0.73% among 360,000; CHO-hM4 cells, ACh EC80, Fluo-8 calcium fluorescence; AID 624125; P08173; inhibition, % at 3 µM;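 active means inhibition above its plate's cutoff, the mean inhibition of sample wells plus 3 SD, cut at about 27% in these data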;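 further: 0% = acetylcholine EC80 with DMSO and 100% = DMSO without agonist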
# Target sequence (P08173 whole entry, looked up): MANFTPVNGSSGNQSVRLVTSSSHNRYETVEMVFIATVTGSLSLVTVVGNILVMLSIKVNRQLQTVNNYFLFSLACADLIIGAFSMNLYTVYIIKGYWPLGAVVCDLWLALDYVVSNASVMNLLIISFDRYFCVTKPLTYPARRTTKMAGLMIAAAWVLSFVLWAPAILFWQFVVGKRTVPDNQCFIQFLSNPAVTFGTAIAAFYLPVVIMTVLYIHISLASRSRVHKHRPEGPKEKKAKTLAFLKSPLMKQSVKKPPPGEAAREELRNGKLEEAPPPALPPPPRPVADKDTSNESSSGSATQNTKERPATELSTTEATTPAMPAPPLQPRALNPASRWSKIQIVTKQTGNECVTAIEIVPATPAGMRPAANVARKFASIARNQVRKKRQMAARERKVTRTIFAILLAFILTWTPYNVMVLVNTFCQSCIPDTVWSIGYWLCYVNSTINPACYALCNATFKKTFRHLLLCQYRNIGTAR
# M5 ag: CHRM5 agonism in calcium assay; P08912; CHO-K1 hM5 cells, Fluo-8 calcium fluorescence; 0% DMSO wells, 100% maximal acetylcholine response; activation, % at 3 µM; hit rate 0.19% among 360,000; AID 624037;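 active means activation above the run's mean over test compounds plus 3 SD, cut at about 23% in these data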;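 further: signal is peak over basal fluorescence ratio across the kinetic read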
# CRFBP-R2 agonist: CRF-BP/CRF-R2 complex agonism; HEK293 CRF-R2/CRF-BP, calcium dye fluorescence (FLIPR); percent of saturating CRF peptide response; hit rate 0.46% among 350,000; activation, % at 13.2 µM; AID 588473;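 active means activation of at least 50%, plus an integration ratio under a set limit after plate pattern correction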;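 further: plate controls were neutral control wells without compound for no effect and CRF at EC100 for full effect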
# CHRM1 PAM: human CHRM1 positive allosteric modulation. P11229. CHO-K1 hM1, Fluo-8 calcium fluorescence, ACh EC20; 0% = ACh EC20, 100% = maximal ACh. activation, % at 3 µM. hit rate 0.088% among 360,000; in the data active means activation above about 19%, passing the limit was not always enough
# Target sequence (P11229 whole entry, looked up): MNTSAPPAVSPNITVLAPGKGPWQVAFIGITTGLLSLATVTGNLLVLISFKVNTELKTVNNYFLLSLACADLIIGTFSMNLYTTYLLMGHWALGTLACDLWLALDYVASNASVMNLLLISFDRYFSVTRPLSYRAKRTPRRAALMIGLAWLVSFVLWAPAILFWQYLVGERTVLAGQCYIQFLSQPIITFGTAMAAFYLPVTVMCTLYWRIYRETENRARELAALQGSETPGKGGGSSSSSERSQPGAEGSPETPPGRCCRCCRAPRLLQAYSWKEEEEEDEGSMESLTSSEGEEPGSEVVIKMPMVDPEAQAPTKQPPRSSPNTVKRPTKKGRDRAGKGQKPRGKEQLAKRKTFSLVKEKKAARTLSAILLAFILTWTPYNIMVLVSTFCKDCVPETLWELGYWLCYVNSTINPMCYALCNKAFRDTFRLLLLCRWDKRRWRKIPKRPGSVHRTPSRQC
# M5 antag: antagonists of human muscarinic M5 receptor (CHRM5); hit rate 0.59% among 360,000; inhibition, % at 3 µM; CHO-hM5 cells, Fluo-8 calcium fluorescence, ACh EC80; P08912; AID 624040;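 active means inhibition above a per-plate cutoff, the mean of that plate's test compounds plus 3 SD, cut at about 27% in these data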;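 further: 0% = acetylcholine EC80 with DMSO and 100% = DMSO without agonist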
# CHRM5 PAM: positive allosteric modulators of human muscarinic M5 receptor; P08912; CHO-K1 hM5, Fluo-8 calcium, ACh EC20 PAM; 0% = ACh EC20, 100% = ACh EC100; activation, % at 3 µM; hit rate 0.3% among 360,000; AID 624038;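 active means activation above the run cutoff, the mean activation of all test compounds plus 3 SD, cut at about 18% in these data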
#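 Test system: CHO-K1 hM5 cells / Doses: single-point, 3 µM nominal / Times: Post-acetylcholine fluorescence recording 140 s / Technique: Fluo-8 calcium fluorescence / Measure: Max/basal fluorescence ratio as % of EC20–EC100 ACh window / Benchmarks: low control EC20 acetylcholine (0%), high control EC100 acetylcholine (100%) / Replicates: one well per compound, no replicates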
# M4 PAM: positive allosteric modulators of human muscarinic M4 receptor. hit rate 0.4% among 360,000. activation, % at 3 µM. AID 624126. P08173. CHO-K1 hM4/Gqi5, Fluo-8 calcium fluorescence, ACh EC20; 0% = ACh EC20, 100% = maximal ACh;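 active means activation above its plate's cutoff, the mean activation of sample wells plus 3 SD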; further: some results filed as inactive read as strong as hits
# M4 ag: CHRM4 agonism in calcium assay. CHO-K1 hM4/Gqi5, Fluo-8 calcium fluorescence; vehicle 0%, full acetylcholine response 100%. AID 624127. activation, % at 3 µM. hit rate 0.14% among 360,000;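 active means activation above the run mean over all test wells plus 3 SD, cut at about 32% in these data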;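 further: peak over basal fluorescence ratio per well then scaled between controls; 0% = DMSO wells and 100% = acetylcholine at EC100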
# An asterisk follows results filed as active; · = no result given. No enrichment for hits (roughly 2.6% active in at least one column).
CRFBP-R2 block	CHRM4 antagonist	M5 ag	CRFBP-R2 agonist	CHRM1 PAM	M5 antag	CHRM5 PAM	M4 PAM	M4 ag	Structure
-2	-4	-2	-3.7	1	10	-5	10	0	CC(C)Nc1nc(NC(C)C)nc(SCC(N)=O)n1
0	-4	-5	2.0	3	9	-2	2	1	O=C(CN1CCCC1)OCCCc1ccccc1
-19	-1	5	2.9	7	-4	2	-1	2	CCc1c(C)nc2c(-c3ccccc3)c(C)nn2c1Nc1ccc(NC(C)=O)cc1
-17	-1	-3	5.1	11	-15	7	-2	1	CCOc1ccc(N(CC(=O)NCc2ccccc2Cl)S(=O)(=O)c2c(C)noc2C)cc1
5	-1	-3	-3.5	5	-11	-2	1	0	Cc1sc2nc3ccc(NCc4ccco4)nn3c(=O)c2c1C
·	-11	5	·	·	-1	-8	9	3	COCCCNC(=O)C[C@@H]1C[C@@]2(C(=O)OC)CCCCC=C2N(CCc2ccc(OC)c(OC)c2)C1=O
-4	0	6	2.4	7	-7	15	13	0	CCOC(=O)c1[nH]c(=S)n(Cc2ccccc2)c1C(=O)OCC
5	-2	1	-1.1	4	6	-3	-3	2	CC(=O)c1ccc(OCC(=O)Nc2ccc3c(c2)OCO3)cc1
1	-14	-7	-1.0	0	-7	2	3	2	O=C(CNC(=S)NC(=O)c1ccco1)c1ccccc1
3	6	-1	-1.2	-2	-7	4	-3	1	CC1(C)NC(=O)N(CC(O)CN(Cc2ccccc2)Cc2ccccc2)C1=O (stereo not given)
19	4	-3	0.0	2	10	4	-1	2	COc1ccc(OC)c(N/C(C)=C/C(=O)c2ccc(Br)cc2)c1
-15	17	-3	3.2	-5	18	-7	-7	10	O=C(Nc1ccc(/C=C/c2nc3ccccc3o2)cc1)c1c(F)cccc1F
-16	18	-2	0.0	-3	25	-2	11	2	O=C(Nc1ccccc1C(=O)NCc1ccc(Cl)cc1)c1ccco1
9	-1	0	-0.5	12	16	-3	6	0	N#Cc1ccc(C(=O)NC(=S)N2CCN(C=O)CC2)cc1
4	-5	2	-7.1	7	2	-1	-2	1	COc1ccc(C(c2c(C)n(C)n(-c3ccccc3)c2=O)c2c(C)n(C)n(-c3ccccc3)c2=O)cc1OC
-1	4	-1	-0.7	-8	8	-19	-3	11	CC1Cc2ccccc2N1C(=O)COC(=O)c1cccc(Br)c1 (stereo not given)
1	-3	0	0.2	4	6	1	15	2	COc1ccc(C(=O)NNC(=O)c2cccs2)cc1S(=O)(=O)N1CCOCC1
3	13	-1	-1.6	4	3	1	-6	0	COc1ccc(-c2nc3ncccc3o2)cc1NC(=O)c1ccco1
-13	4	-11	6.5	-10	12	3	-5	0	CC(CN1C(C)CCCC1C)OC(=O)c1ccc(Cl)cc1Cl (stereo not given)
4	-3	0	0.0	-1	-6	1	0	1	CC1CC(C)(C)NC(=S)N1CC(=O)NCc1ccc(Cl)cc1 (stereo not given)
6	-6	2	0.7	3	3	10	7	0	CC(=O)N(Cc1ccc(Br)cc1)c1ccccc1C(=O)O
9	5	1	-1.8	-1	-5	0	-2	0	CN(C)/C=C1\N=C(c2cccs2)OC1=O
-11	12	-3	-3.6	9	5	-4	-3	1	Cn1nc(C(F)(F)F)c(-c2ccc(Br)cc2)c1NC(=O)C1CCC1C(=O)O (stereo not given)
-9	-5	2	-0.8	1	-5	-1	3	2	O=C(c1c[nH]c2ccccc12)C(Cl)c1ccccc1 (stereo not given)
-25	4	-2	1.8	5	7	0	-10	5	O=S(Cc1ccc(Cl)cc1)c1ncc(CO)n1Cc1ccccc1 (stereo not given)

# Reprinted at random: 6 records from the list
CRFBP-R2 block	CHRM4 antagonist	M5 ag	CRFBP-R2 agonist	CHRM1 PAM	M5 antag	CHRM5 PAM	M4 PAM	M4 ag	Structure
-16	18	-2	0.0	-3	25	-2	11	2	O=C(Nc1ccccc1C(=O)NCc1ccc(Cl)cc1)c1ccco1
5	-1	-3	-3.5	5	-11	-2	1	0	Cc1sc2nc3ccc(NCc4ccco4)nn3c(=O)c2c1C
19	4	-3	0.0	2	10	4	-1	2	COc1ccc(OC)c(N/C(C)=C/C(=O)c2ccc(Br)cc2)c1
-1	4	-1	-0.7	-8	8	-19	-3	11	CC1Cc2ccccc2N1C(=O)COC(=O)c1cccc(Br)c1 (stereo not given)
0	-4	-5	2.0	3	9	-2	2	1	O=C(CN1CCCC1)OCCCc1ccccc1
-13	4	-11	6.5	-10	12	3	-5	0	CC(CN1C(C)CCCC1C)OC(=O)c1ccc(Cl)cc1Cl (stereo not given)

# (continued)
CRFBP-R2 block	CHRM4 antagonist	M5 ag	CRFBP-R2 agonist	CHRM1 PAM	M5 antag	CHRM5 PAM	M4 PAM	M4 ag	Structure
-1	-5	2	-0.9	8	11	-2	0	0	O=C(NCc1csc(-c2cccs2)n1)c1ccsc1
7	-13	1	-2.3	10	-4	0	6	0	COc1ccc(-c2cc(C(=O)N3CCN(S(=O)(=O)c4ccc(C)cc4)CC3)[nH]n2)cc1
1	4	-1	1.7	8	-5	4	-12	0	CCOC(=O)c1sc(NC(=O)C(CC)Sc2nnc3c4ccccc4n(CC)c3n2)nc1C (stereo not given)
-8	-1	-3	5.9	4	11	-11	-4	3	O=C(Nc1ccccc1F)Nc1ccc([N+](=O)[O-])cc1Cl
-30	8	0	-0.3	-5	7	-5	-4	0	COc1cccc(C(=O)NCc2nnc(SCC(=O)Nc3nccs3)n2-c2ccccc2)c1
21	23	-4	-0.4	3	15	-16	-4	1	CCCCN(CC)CCNC(=O)CNC(=O)Cn1ccc2ccccc2c1=O
-6	-2	3	-2.5	6	5	-3	4	1	CCc1ccc(OCC(=O)NNCC(=O)Nc2ccc(OC)cc2)cc1
7	-19	-7	-0.6	5	-2	-4	-2	2	CSc1ccc(Cl)c(C(=O)N2CCOc3ccccc32)c1
20	-17	-5	0.7	5	0	2	3	0	O=C(O)c1cccc(NC(=S)N/N=C/c2ccccc2OCc2cccc(Br)c2)c1
-7	1	-3	0.2	13	1	3	-3	2	NC(=O)C1CCN(CC(=O)Nc2cccnc2Cl)CC1
-3	-14	-2	0.0	10	1	3	11	1	COc1ccc(CN(C)C(=O)C2CCN(C(=O)Nc3ccccc3)CC2)cc1OC
-8	-10	0	-1.1	8	7	6	2	2	CCOc1ccc(N2C(=O)CC(N3CCN(c4ccc([N+](=O)[O-])cc4)CC3)C2=O)cc1 (stereo not given)
-5	-9	-1	-0.9	11	-7	6	7	0	COc1ccc(NC(=O)CSc2nnc3n2CCCCC3)cc1OC
11	-10	-4	-1.2	7	3	3	-1	0	CC1=CC(=O)C(C(C)C)=C/C1=C(\c1cc(C(C)C)c(OP(=O)(O)O)cc1C)c1ccccc1C(=O)O
·	2	2	·	-3	1	3	0	7	CCCNC(=O)C1(C)CCCN(Cc2cc(-c3ccccc3)nn2C)C1 (stereo not given)
10	-6	0	1.1	6	3	2	-1	1	S=C(NCc1ccco1)N1CCC(c2nc3ccccc3o2)CC1
7	-2	3	0.0	2	-1	0	2	2	O=C(NC1CC1)c1ccc(S(=O)(=O)NCC2CCCCC2)cc1
-3	10	-3	0.5	13	7	-9	0	0	O=C(Nc1cccnc1)c1cc(S(=O)(=O)N2CCOCC2)ccc1Br
-23	5	1	1.1	1	4	-4	-7	0	O=C(CCC(=O)NC1CC1)Nc1nnc(C2CCCCC2)s1
-1	-5	-6	0.8	1	4	0	1	0	CCOC(=O)CSc1nc2cc(C)cc(C)c2cc1C#N
2	3	-3	-1.1	7	2	-3	-1	1	C=CCn1c(Sc2ccccc2)nc2c1c(=O)[nH]c(=O)n2C
5	-4	3	-2.4	4	6	-2	-6	3	COC(=O)c1ccccc1NC(=O)CSc1nc2ncccc2[nH]1
0	4	-4	1.7	3	-2	0	-6	0	O=c1c2c3c(sc2ncn1/N=C/c1ccc([N+](=O)[O-])o1)CCCC3
4	-9	-1	-0.3	2	-11	7	1	2	COc1cc(OC)cc(-c2nc(SCC(=O)Nc3ccccc3F)n[nH]2)c1
-21	11	-4	-1.1	1	1	-5	-5	-2	CC12CCC(C1)C(C)(C)C2NS(=O)(=O)c1ccc(F)cc1 (stereo not given)
-8	8	-3	0.6	7	3	1	4	0	COCCN(C(=O)COC(=O)c1ccc(Cl)s1)c1c(N)n(Cc2ccccc2)c(=O)[nH]c1=O
-1	0	-2	1.3	9	3	5	-7	0	Cc1nc2nc(-c3cccnc3)[nH]n2c(=O)c1C
0	-1	1	-1.5	6	9	-3	3	0	COCCCn1c(=O)/c(=C/c2ccccc2OC(F)F)s/c1=C(\C#N)C(=O)NCCOC
8	5	-1	-1.1	1	-1	-1	6	0	c1ccc(-c2nnc3ccc(N4CCCC4)nn23)cc1
-18	3	1	-2.6	9	12	-2	0	5	C/C(O)=C(\N=Nc1cc(C)ccc1O)C(N)=O
-4	-3	0	-2.8	-2	4	-8	-10	2	Cc1cccc(-c2nc(S(=O)(=O)c3ccc(F)cc3)c(NCCCN3CCOCC3)o2)c1
-2	1	1	-1.5	8	-9	6	-1	0	O=C(Nc1cccc(F)c1)C1CCCN(S(=O)(=O)c2cnc[nH]2)C1 (stereo not given)
-22	-8	-4	0.3	21	-11	7	11	1	Cc1ccc(/C=N/NC(=O)c2nnn(-c3nonc3N)c2CN(C)C2CCCCC2)cc1
26	2	-4	-0.9	-5	0	3	-3	1	COc1cc(C(=O)N2CCC3(CC2)NCCc2[nH]cnc23)cc(OC)c1OC
-10	11	4	0.2	-4	2	-4	2	1	O=C(CSc1nnc(Cc2ccccc2)n1-c1ccc(Cl)cc1)N1CCOCC1
4	1	-3	0.0	3	5	-3	2	1	O=C(NC(=S)Nc1ccccn1)c1ccco1
1	-3	0	1.4	2	-2	3	9	1	CCOc1ccc(N(CC(=O)NC2CCCC2)C(=O)CSc2nnc(COc3ccccc3)o2)cc1
2	8	-2	-0.5	2	6	2	-1	0	O=C(NCCC(=O)N1CCCCC1)c1ccc(Br)cc1
26	-1	-7	1.1	-5	3	-6	-7	6	CC(C)NC(=O)COC(=O)c1ccc(Oc2ccccc2)cc1
·	-12	-1	·	·	-4	10	12	0	CC(C)(C)n1nnnc1C(c1ccccc1)N1CCN(c2ccccc2)CC1 (stereo not given)
15	-2	-4	-3.2	1	7	3	-5	0	CCOc1ccc(C(=O)Nc2cccc3cccnc23)cc1
-5	1	1	-1.1	1	-1	-1	-1	0	Cc1cc(C(=O)NCc2cc(C(=O)O)oc2C)c(C)o1
12	3	-7	-1.6	-5	13	-3	-6	1	C=CCn1c(CCSCc2ccccc2)n[nH]c1=S
·	3	6	·	5	8	-3	0	15	COc1ccc(Cl)c(-c2cc(C(=O)NCc3ccc(C(F)(F)F)cc3)[nH]n2)c1
-11	-3	-5	-0.5	14	2	3	2	2	N#CC1C(=N)Cc2ccccc2-c2ccccc21 (stereo not given)
-7	11	0	0.4	-3	4	-5	-5	1	CCC(C)NS(=O)(=O)c1ccc(OCC(=O)NCc2ccc3c(c2)OCO3)cc1 (stereo not given)
-15	-16	-1	0.2	15	4	2	2	1	O=C(NCc1ccco1)c1ccc(CS(=O)Cc2cccc(Cl)c2)o1 (stereo not given)
10	5	1	-1.2	6	6	-5	5	1	O=C(O)c1cccc(S(=O)(=O)Nc2cccc(S(=O)(=O)N3CCCC3)c2)c1
20	-7	5	-5.8	-5	-3	-7	-1	12	COc1ccc(CCNC(=O)C(=O)NCC2OCCN2S(=O)(=O)c2ccc(C)cc2)cc1 (stereo not given)
